Compound activity from PubChem BioAssay.
Rab9 promoter act – qHTS Assay for Rab9 Promoter Activators | Huh7 Rab9 promoter-luciferase reporter, luminescence, 24 h | Potency, µM (titrated, usually from 9.22 µM), inactives show top-dose activation, negative = inhibition, usual class: activators | actives 2.8% (n = 320,000) | AID 485297, 2010; also: potency is read from the fitted curve at half-maximal effect; % of control where 0% means no effect; nearly all actives have a fitted effect of over 60% in size
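Rab9 promoter-driven luciferase in stably transfected Huh7 cells; 1500 cells/well rested 2 h, exposed to compound in DMSO for 24 h at 37 °C, 5% CO2. Luminescence read 10 min after adding luciferase reagent at ambient temperature.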
VP16 counter – VP16 counterscreen qHTS for inhibitors of ROR gamma transcriptional activity | Drosophila S2 Gal4-VP16 UAS-luciferase, luminescence, 20 h | Potency, µM (top dose mostly 53.6 µM), without a hit: top-dose activity, negative = inhibition, usual class: inhibitors | actives 3.5% (n = 310,000) | AID 2546, 2010;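 also: Gal4-VP16 expression switched on by copper sulfate through the metallothionein promoter; potency is read from the fitted curve at half-maximal effect; % is scaled to controls: 0 for no effect and ±100 for the full control effect; nearly all actives have a fitted effect of over 50% in size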
Giardia kill – Small Molecules that selectively kill Giardia lamblia: qHTS; AID 540267, 2011; Giardia lamblia trophozoite viability; activity change, % at 7.66 µM, hits read low; actives 0.15% (n = 340,000); in the data active = activity change below about -80%; inconclusive = between about -30% and that limit;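 also: parasites exposed to compound for two days anaerobically before the ATP read; % is scaled to controls: 0 for no effect and ±100 for the full control effect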
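Viability, read as ATP luminescence: trophozoites at 100 cells/well, compound added, 48 hrs anaerobic at 37 deg C, then 15-30 min room-temperature development before reading.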
ELG1 genotox – qHTS screen for small molecules that induce genotoxicity in human embryonic kidney (HEK293T) cells expressing luciferase-tagged ELG1. HEK293T ELG1-luciferase reporter, luminescence, 16 h. Potency, µM (doses to about 46 µM), inactives show at the highest dose activity change, positive = activation, usual class: activators. actives 1.3% (n = 330,000). AID 504466, 2011; also: potency is read from the fitted curve at half-maximal effect; % of control where 0% means no effect; nearly all actives have a fitted effect of over 60% in size
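Step 1: seed 2,000 HEK293T ELG1-luciferase cells per well. Step 2: add compound or DMSO, incubate 16 hr at 37 °C. Step 3: ONE-Glo, 30 min at room temperature, read luminescence.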
PKM2 act – qHTS Assay for Activators of Human Muscle isoform 2 Pyruvate Kinase. actives 0.34% (n = 260,000). Potency, µM (top dose mostly 57.5 µM), inactives show at the top dose activation, hits mostly activators. purified PKM2, Kinase-Glo ATP luminescence, activation; response scale: 0% is enzyme alone, no compound; also: potency is read from the fitted curve at half-maximal effect; % is scaled to controls: 0 for no effect and ±100 for the full control effect; nearly all actives have a fitted effect of over 55% in size
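Kinase-Glo luminescence reports ATP generated from ADP (0.1 mM) and PEP (0.5 mM) by purified hPK-M2 after 1 h at room temperature, pH 7.2 imidazole buffer; intermediate enzyme activity allows detecting inhibitors and activators.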
FLuc counter – qHTS profiling assay for firefly luciferase inhibitor/activator using purifed enzyme and Km concentrations of substrates (counterscreen for miR-21 project). Potency, µM (doses to about 57.5 µM), for inactives: top-dose activity change, negative = inhibition, usual class: inhibitors. purified FLuc, Km substrates, luminescence inhibition. actives 6.9% (n = 360,000). AID 588342, 2011. Luciferin 4-monooxygenase (Photinus pyralis), P08659;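 also: potency is read from the fitted curve at half-maximal effect; plate controls were vehicle for no effect and reference inhibitor for full effect; nearly all actives have a fitted effect of over 55% in size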
Target sequence (P08659 whole entry, looked up): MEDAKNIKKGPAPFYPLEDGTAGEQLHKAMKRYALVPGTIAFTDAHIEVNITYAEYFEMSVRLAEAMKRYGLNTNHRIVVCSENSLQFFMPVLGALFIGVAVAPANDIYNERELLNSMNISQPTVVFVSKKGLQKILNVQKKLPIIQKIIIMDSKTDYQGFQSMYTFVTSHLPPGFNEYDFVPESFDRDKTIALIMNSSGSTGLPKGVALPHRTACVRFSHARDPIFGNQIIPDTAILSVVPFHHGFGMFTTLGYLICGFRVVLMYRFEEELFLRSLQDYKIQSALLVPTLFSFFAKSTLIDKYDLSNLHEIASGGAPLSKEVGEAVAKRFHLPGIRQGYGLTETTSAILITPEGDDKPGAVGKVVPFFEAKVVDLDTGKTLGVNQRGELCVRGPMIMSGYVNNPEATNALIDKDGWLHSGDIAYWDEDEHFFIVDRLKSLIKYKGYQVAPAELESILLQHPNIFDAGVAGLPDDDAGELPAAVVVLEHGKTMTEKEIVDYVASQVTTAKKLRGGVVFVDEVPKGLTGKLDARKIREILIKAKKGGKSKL
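Purified P. pyralis luciferase, 10 nM final, with Km-level 10 uM D-luciferin and 10 uM ATP in 50 mM Tris acetate pH 7.5, 10 mM Mg acetate, 0.01% Tween-20, 0.05% BSA; 6-point qHTS titration about 60 µM downward; luminescence read.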
NPC1 promoter act – qHTS Assay for NPC1 Promoter Activators | AID 485313, 2010 | Huh7 NPC1 promoter luciferase reporter, 24 h | actives 2.4% (n = 320,000) | Potency, µM (top dose mostly 9.22 µM), inactives show top-dose activation, usual class: activators;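 also: potency is read from the fitted curve at half-maximal effect; % of control where 0% means no effect; nearly all actives have a fitted effect of over 60% in size; reporter is driven by a mutant NPC1 promoter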
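Cells: Huh7 expressing luciferase under the NPC1 promoter, 1500/well. Seeded 2 h, compound added, incubated 24 h at 37 °C. Luciferase reagent, 10 min ambient, then luminescence.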
Menin MLL FP TR – qHTS Assay for Inhibitors Targeting the Menin-MLL Interaction in MLL Related Leukemias: Competition With Texas Red Labeled MLL-derived Mutant Peptide; Potency, µM (top dose mostly 61.6 µM), for inactives: at the top dose FP activity change, negative = inhibition, most hits filed as inhibitors; Menin + Texas Red MLL mutant peptide, fluorescence polarization; O00255; actives 0.23% (n = 270,000); active = well fitted inhibition curve with a large enough effect in the polarisation, with a control signal flat, not every such curve was filed as active; inconclusive = small, poorly fitted or top-dose-only effect, or effect the other way, or a change in a side signal; inactive = no such curve, though single readings can be large or run the other way; the % refers to the polarisation; also: potency is read from the fitted curve at half-maximal effect; % of control where 0% means no effect; many of its hits are not listed in these tables
BRCA1 expr act – qHTS Assay to Identify Small Molecule Activators of BRCA1 Expression; MCF7-BRCA1-FFLuc reporter, luminescence, 48 h; response scale: scaled: vehicle 0%, 10 µM genistein 100%; Potency, µM (top dose mostly 46.1 µM), inactives show at the top dose activation, most hits filed as activators; actives 1.1% (n = 380,000); AID 624202, 2012; also: potency is read from the fitted curve at half-maximal effect; nearly all actives have a fitted effect of over 80% in size; some results filed as inactive show a strong effect at the top dose
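Quantitative HTS in MCF7 cells stably reporting BRCA1 expression via firefly luciferase. Compound treatment lasts 48 h at 37 °C in phenol-red free MEM. Activation is expressed relative to genistein at 10 microM and DMSO.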
p53 reactivator – qHTS assay for re-activators of p53 using a Luc reporter; H1299 p53-A138V BP100-luciferase reporter, luminescence, 24 h; Potency, µM (series often up to 92.2 µM), for inactives: at the highest dose activity change, positive = activation, hits mostly activators; actives 0.063% (n = 320,000); AID 504706, 2011; also: potency is read from the fitted curve at half-maximal effect; % of control where 0% means no effect; nearly all actives have a fitted effect of over 45% in size
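H1299 (p53-null), stable ts p53-A138V + BP100-Luc; 1000 cells/well, Opti-MEM/10% FBS; cpd 4 pt, 1:5; 24 h, 37 deg C, 5% CO2; detection reagent 10 min RT; luminescence.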
RORgamma inh – qHTS for inhibitors of ROR gamma transcriptional activity; AID 2551, 2010; actives 5.4% (n = 310,000); Drosophila S2 Gal4-RORgamma UAS-luciferase reporter, 20 h; Potency, µM (doses to about 53.6 µM), without a hit: at the top dose activity change, negative = inhibition, most hits filed as inhibitors; also: potency is read from the fitted curve at half-maximal effect; % is scaled to controls: 0 for no effect and ±100 for the full control effect; nearly all actives have a fitted effect of over 60% in size
Target sequence (P51450 whole entry, looked up, the tested form may be a part): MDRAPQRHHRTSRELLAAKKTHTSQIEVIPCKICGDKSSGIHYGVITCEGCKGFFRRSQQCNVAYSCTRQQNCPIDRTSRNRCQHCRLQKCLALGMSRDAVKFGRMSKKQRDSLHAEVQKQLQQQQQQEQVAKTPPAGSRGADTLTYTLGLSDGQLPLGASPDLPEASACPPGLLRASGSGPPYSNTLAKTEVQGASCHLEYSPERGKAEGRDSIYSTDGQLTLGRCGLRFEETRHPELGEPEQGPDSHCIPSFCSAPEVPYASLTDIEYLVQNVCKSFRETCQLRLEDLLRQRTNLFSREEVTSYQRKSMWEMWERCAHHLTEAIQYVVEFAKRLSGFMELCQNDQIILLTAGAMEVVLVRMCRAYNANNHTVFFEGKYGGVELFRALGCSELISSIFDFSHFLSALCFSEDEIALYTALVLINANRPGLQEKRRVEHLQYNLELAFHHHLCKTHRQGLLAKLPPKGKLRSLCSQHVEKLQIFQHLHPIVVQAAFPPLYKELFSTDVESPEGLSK
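Using a luciferase readout, inhibitors were identified by reduced reporter activity in Drosophila cells coexpressing a copper-inducible Gal4–ROR gamma fusion and UAS-driven Photinus luciferase, incubated 20 hr after 700 uM copper sulfate.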
Starred values were filed as active, the others as inactive; & = joins results of further samples; [ ] = dose if it differs, or a comment. Unless noted, calls follow the shape of the dose curve; as a rule, active = well fitted curve in the direction sought with a large enough effect; inconclusive = small, poorly fitted or top-dose-only effect, or another doubt; inactive = no such curve, though single readings can be large; an effect the other way counts as inactive or inconclusive. An excerpt; rates above refer to the full screens.

The opening 2 entries, ahead of the listing:
What do the screens show for `CCCc1nc(SCC(N)=O)[nH]c(=O)c1CC`?
Rab9 promoter act: -3%; VP16 counter: -3%; Giardia kill: -5; ELG1 genotox: 6%; PKM2 act: -1%; FLuc counter: -1%; NPC1 promoter act: 0%; Menin MLL FP TR: 0%; BRCA1 expr act: 1%; p53 reactivator: -2%; RORgamma inh: -13%

Results for CN1C(C(=O)NCc2ccc(OC(F)(F)F)cc2)CC2Cn3c(nc4cc5ccccc5cc43)C21 (stereo not drawn) ?
Rab9 promoter act: -7%; VP16 counter: 2%; Giardia kill: inconclusive; ELG1 genotox: -9%; PKM2 act: -1%; FLuc counter: -5%; NPC1 promoter act: -3%; BRCA1 expr act: 12%; p53 reactivator: 1%; RORgamma inh: 1%

Results, from the first entry:
What do the screens show for `CCCc1nc(SCC(N)=O)[nH]c(=O)c1CC`?
Rab9 promoter act: -3%; VP16 counter: -3%; Giardia kill: -5; ELG1 genotox: 6%; PKM2 act: -1%; FLuc counter: -1%; NPC1 promoter act: 0%; Menin MLL FP TR: 0%; BRCA1 expr act: 1%; p53 reactivator: -2%; RORgamma inh: -13%

Results for CN1C(C(=O)NCc2ccc(OC(F)(F)F)cc2)CC2Cn3c(nc4cc5ccccc5cc43)C21 (stereo not drawn) ?
Rab9 promoter act: -7%; VP16 counter: 2%; Giardia kill: inconclusive; ELG1 genotox: -9%; PKM2 act: -1%; FLuc counter: -5%; NPC1 promoter act: -3%; BRCA1 expr act: 12%; p53 reactivator: 1%; RORgamma inh: 1%

What do the screens show for `Cc1ccc(N(C(=O)c2csnn2)C(C(=O)NC2CCCCC2)c2cccnc2)c(C)c1` (stereo not drawn)?
Rab9 promoter act: -3%; VP16 counter: -9%; Giardia kill: 6; ELG1 genotox: 6%; PKM2 act: 2%; FLuc counter: -1%; NPC1 promoter act: 1%; Menin MLL FP TR: -17%; BRCA1 expr act: -13%; p53 reactivator: 3%; RORgamma inh: 0%

What do the screens show for `Cc1ccc(Nc2nnc(SCC(=O)NCCN3C(=O)CSC3=O)s2)cc1`?
Rab9 promoter act: 11%; VP16 counter: 1%; Giardia kill: -14; ELG1 genotox: 12%; PKM2 act: -2%; FLuc counter: 8.5µM*; NPC1 promoter act: 2%; Menin MLL FP TR: 16%; BRCA1 expr act: 62%; p53 reactivator: inconclusive; RORgamma inh: -19%

How did CN(CC(O)CN1CCOCC1)S(=O)(=O)O (stereo not drawn) do in these assays?
Rab9 promoter act: 1%&-3%; VP16 counter: -5%&17%; Giardia kill: -11&5; ELG1 genotox: -2%&3%; PKM2 act: -2%&-2%; FLuc counter: 1%&1%; NPC1 promoter act: -2%&3%; Menin MLL FP TR: 10%; BRCA1 expr act: -3%&-8%; p53 reactivator: 2%&-2%; RORgamma inh: -8%&9%

How did COc1ccc(Cc2nnc(NC(=O)Nc3cccc(OC)c3)s2)cc1 do in these assays?
Rab9 promoter act: -9%; VP16 counter: -2%; Giardia kill: -12; ELG1 genotox: 15%; FLuc counter: 0%; NPC1 promoter act: 2%; Menin MLL FP TR: 3%; BRCA1 expr act: -9%; p53 reactivator: -3%; RORgamma inh: -35%

Results for CCc1sc(C(=O)Nc2ccc(F)cc2C)cc1C ?
Rab9 promoter act: 21%; VP16 counter: inconclusive; Giardia kill: 6; ELG1 genotox: 15%; PKM2 act: 0%; FLuc counter: inconclusive; NPC1 promoter act: 10%; Menin MLL FP TR: -3%; BRCA1 expr act: 65%; p53 reactivator: inconclusive; RORgamma inh: inconclusive

What do the screens show for `COc1ccc(NC(=O)CN(c2ccc([N+](=O)[O-])cc2)S(=O)(=O)c2ccccc2)c(OC)c1`?
Rab9 promoter act: -2%; VP16 counter: -3%; Giardia kill: -11; ELG1 genotox: -1%; PKM2 act: 4%; FLuc counter: -1%; NPC1 promoter act: -1%; Menin MLL FP TR: 20%; BRCA1 expr act: -39%; p53 reactivator: -5%; RORgamma inh: -4%

Results for CC1(c2nnc(Cc3ccccc3)o2)CC(c2ccccc2Br)=NO1 (stereo not drawn) ?
Rab9 promoter act: 1%; Giardia kill: 41[activator]; ELG1 genotox: 2%; FLuc counter: -5%; NPC1 promoter act: 1%; BRCA1 expr act: -5%; p53 reactivator: 2%

Results for Nc1nc(-c2ccccc2)nn1S(=O)(=O)c1ccccc1 ?
Rab9 promoter act: -4%; VP16 counter: 7%; Giardia kill: 19; ELG1 genotox: 0%; PKM2 act: 0%; FLuc counter: 6%; NPC1 promoter act: -3%; Menin MLL FP TR: inconclusive; BRCA1 expr act: 15%; p53 reactivator: 1%; RORgamma inh: -1%

Results for Cc1ccc(Cc2nnc(SCC(=O)Nc3c(C)cccc3C)[nH]c2=O)cc1 ?
Rab9 promoter act: -4%; Giardia kill: 6; ELG1 genotox: 0%; FLuc counter: 6%; NPC1 promoter act: -2%; BRCA1 expr act: -5%; p53 reactivator: -2%

Results for CCOC(=O)N1CCN(Cc2cn[nH]c2-c2ccc(-c3ccccc3)cc2)CC1 ?
Rab9 promoter act: 12%; VP16 counter: 6%; Giardia kill: -12; ELG1 genotox: -6%; PKM2 act: -4%; FLuc counter: -19%; NPC1 promoter act: 0%; Menin MLL FP TR: -18%; BRCA1 expr act: 26%; p53 reactivator: 7%; RORgamma inh: 19%

What do the screens show for `CCCCn1c(N)c(N(CC(C)C)C(=O)C(C)SCc2nc3sc(C)c(C)c3c(=O)[nH]2)c(=O)[nH]c1=O` (stereo not drawn)?
Rab9 promoter act: -3%; Giardia kill: -17; ELG1 genotox: -1%; FLuc counter: 3%; NPC1 promoter act: 1%; BRCA1 expr act: -11%; p53 reactivator: 4%

How did C=CCN=c1scc(-c2ccc(F)cc2)n1/N=C/c1ccccn1 do in these assays?
Rab9 promoter act: inconclusive; VP16 counter: 11µM*; Giardia kill: -16; ELG1 genotox: 22%; PKM2 act: -3%; FLuc counter: 13µM*; NPC1 promoter act: 24%; Menin MLL FP TR: 10%; BRCA1 expr act: 0%; p53 reactivator: inconclusive; RORgamma inh: 8.9µM*

What do the screens show for `O=C(/C=C/c1c(F)cccc1Cl)Nc1cccnc1`?
Rab9 promoter act: 4µM*; VP16 counter: 4%; Giardia kill: -12; ELG1 genotox: 2.3µM*; PKM2 act: 18%; FLuc counter: 3.8µM*; NPC1 promoter act: 1.6µM*; Menin MLL FP TR: 2%; BRCA1 expr act: -20%; p53 reactivator: 18%; RORgamma inh: 10%[1.91 µM]

How did Cc1cc(C(=O)c2ccc(Cl)cc2)c(NC(=O)CCl)s1 do in these assays?
Rab9 promoter act: -8%; VP16 counter: inconclusive; Giardia kill: 1; ELG1 genotox: 10%; PKM2 act: -8%; FLuc counter: 1%; NPC1 promoter act: -1%; Menin MLL FP TR: 0%; BRCA1 expr act: -81%; p53 reactivator: -21%; RORgamma inh: 10µM*

Results for COc1ccccc1NC(=O)[C@H](COCc1ccccc1)NC(=O)OC(C)(C)C ?
Rab9 promoter act: 0%; VP16 counter: -10%; Giardia kill: -8; ELG1 genotox: 1%; PKM2 act: 3%; FLuc counter: 2%; NPC1 promoter act: -13%; Menin MLL FP TR: -2%; BRCA1 expr act: -17%; p53 reactivator: 14%; RORgamma inh: 0%

What do the screens show for `Cc1cccc(CSC2=NN3CCCC(=O)N=C3S2)c1`?
Rab9 promoter act: 2%; VP16 counter: -3%; Giardia kill: 35[activator]; ELG1 genotox: 12%; PKM2 act: 9%; FLuc counter: inconclusive; NPC1 promoter act: 3%; Menin MLL FP TR: 15%; BRCA1 expr act: inconclusive; p53 reactivator: inconclusive; RORgamma inh: 45%

Results for CN(C)CCCCOc1ccccc1F ?
Rab9 promoter act: -3%; VP16 counter: 0%; Giardia kill: 0; ELG1 genotox: -1%; PKM2 act: -1%; FLuc counter: 0%; NPC1 promoter act: -6%; Menin MLL FP TR: -17%; BRCA1 expr act: -5%; p53 reactivator: -3%; RORgamma inh: -1%
